Source: PubChem (several laboratories)
Shn3 inh set2: reduction of Shn3 3'UTR firefly luciferase signal, primary screen, Schnurri-3 inhibitor project, cell-based, Clone20 osteoblasts, set 2. hit rate 0.52% among 360,000. AID 588674, 2011. inhibition, % at 12.5 µM. Clone20 osteoblast Shn3 3'UTR firefly luciferase, 24 h;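 active = mean inhibition of at least 75% with every replicate also reaching 75%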;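 note: 0% = median of neutral control wells and 100% = pilot-screen positive control compound; some compounds past the cut are filed as inactive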
TRAIL sens C8: viability loss with TRAIL in NB7+C8 cells, primary screen, TRAIL sensitizer project, cell-based, ATPlite luminescence. hit rate 1% among 360,000. inhibition (viability loss, TRAIL sensitization), % at 10 µM;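 active = compounds causing at least 50% loss of cell viability in the single-dose screen, relative to plate controls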
KKLEB tox: cytotoxicity in KKLEB CF airway cells, primary screen, cytotoxicity control for CF NF-kB inhibitor project, cell-based, uHTS, fluorescence assay plates; hit rate 0.36% among 360,000; AID 602141, 2011; KKLEB CF airway cells viability, ATPlite luminescence, overnight; active compounds read low; cells stimulated with P. aeruginosa culture filtrate; activity change (cytotoxicity), % at 5 µM;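 active = corrected activity change at or below -50% at 5 µM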
NCOA1 inh: SRC1 coactivator transcriptional activity inhibitors, primary screen, cell-based, luminescence. Nuclear receptor coactivator 1 (Homo sapiens), Q15788. HEK293 GAL4-SRC1 luciferase reporter. inhibition, % at 3.6 µM. hit rate 0.12% among 360,000;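 active = inhibition above the campaign mean plus 3 SD, with each screening campaign given its own cutoff, cut at about 60% in these data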;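 note: 0% = DMSO treated cells and 100% = gossypol at 36 µM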
Target sequence (Q15788 whole entry, looked up, the tested form may be a part): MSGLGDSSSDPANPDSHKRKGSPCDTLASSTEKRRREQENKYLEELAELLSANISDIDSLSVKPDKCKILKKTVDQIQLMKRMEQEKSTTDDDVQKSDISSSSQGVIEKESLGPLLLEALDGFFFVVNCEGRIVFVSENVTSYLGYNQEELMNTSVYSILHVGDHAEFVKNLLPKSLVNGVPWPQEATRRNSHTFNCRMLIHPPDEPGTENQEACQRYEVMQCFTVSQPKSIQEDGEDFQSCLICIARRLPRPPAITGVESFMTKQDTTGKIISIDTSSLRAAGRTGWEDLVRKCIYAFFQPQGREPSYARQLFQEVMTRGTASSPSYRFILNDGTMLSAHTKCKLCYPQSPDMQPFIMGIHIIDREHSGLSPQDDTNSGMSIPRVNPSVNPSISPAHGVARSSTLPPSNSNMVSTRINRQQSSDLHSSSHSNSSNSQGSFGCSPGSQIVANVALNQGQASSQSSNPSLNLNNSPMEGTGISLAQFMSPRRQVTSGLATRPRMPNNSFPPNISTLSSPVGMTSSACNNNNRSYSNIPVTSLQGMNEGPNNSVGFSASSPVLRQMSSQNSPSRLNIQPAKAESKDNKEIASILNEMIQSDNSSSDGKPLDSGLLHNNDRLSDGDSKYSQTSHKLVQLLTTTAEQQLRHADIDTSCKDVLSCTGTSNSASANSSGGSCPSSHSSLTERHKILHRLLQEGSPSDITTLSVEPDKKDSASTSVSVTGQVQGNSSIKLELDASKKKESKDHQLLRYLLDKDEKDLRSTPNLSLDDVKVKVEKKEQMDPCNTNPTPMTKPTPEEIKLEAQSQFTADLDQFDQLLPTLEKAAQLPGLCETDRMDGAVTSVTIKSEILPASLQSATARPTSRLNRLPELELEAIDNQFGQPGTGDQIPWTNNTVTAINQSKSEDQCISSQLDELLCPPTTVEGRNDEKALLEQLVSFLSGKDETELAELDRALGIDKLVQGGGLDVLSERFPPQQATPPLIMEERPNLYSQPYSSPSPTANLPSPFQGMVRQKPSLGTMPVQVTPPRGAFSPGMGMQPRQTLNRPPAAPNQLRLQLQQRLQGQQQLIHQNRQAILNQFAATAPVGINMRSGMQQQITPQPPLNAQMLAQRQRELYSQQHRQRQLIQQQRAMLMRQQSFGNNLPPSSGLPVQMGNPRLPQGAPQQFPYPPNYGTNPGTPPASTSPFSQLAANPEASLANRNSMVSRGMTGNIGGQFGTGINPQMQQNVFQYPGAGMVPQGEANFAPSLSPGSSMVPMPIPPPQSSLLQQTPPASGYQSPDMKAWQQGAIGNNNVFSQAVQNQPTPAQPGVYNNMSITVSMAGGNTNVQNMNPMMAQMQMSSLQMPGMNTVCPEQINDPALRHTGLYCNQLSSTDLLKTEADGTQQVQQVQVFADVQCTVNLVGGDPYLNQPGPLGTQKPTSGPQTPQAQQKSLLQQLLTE
SRC3 inh: SRC3 coactivator transcriptional activity inhibitors, primary screen, cell-based, luminescence. Nuclear receptor coactivator 3 (Homo sapiens), Q9Y6Q9. HEK293 GAL4-SRC3 luciferase reporter. AID 588352, 2011. hit rate 0.17% among 360,000. inhibition, % at 3.6 µM;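 active = inhibition above a per-campaign cutoff, the mean of all compounds plus 3 SD, cut at about 60% in these data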;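 note: 0% = DMSO-treated cells and 100% = gossypol-treated cells at 36 µM; higher means less SRC3-driven luciferase light from the GAL4 reporter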
COUP-TFII inh: NR2F2 transcriptional activity inhibitors, primary screen, cell-based, luciferase reporter, HEK293T, luminescence; hit rate 0.7% among 370,000; AID 686940, 2013; inhibition, % at 8.6 µM; HEK293T NGFI-A luciferase reporter; COUP transcription factor 2 (Homo sapiens), P24468;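 active = inhibition above a per-plate cutoff, mean inhibition of test wells between control levels plus 3 SD, cut at about 38% in these data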;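 note: cells cotransfected with COUP-TFII expression vector driving the NGFI-A reporter; 0% = median of COUP-TF2 test wells and 100% = reporter-only cells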
NR5A2 inv ag: LRH-1 (NR5A2) inverse agonists, primary screen, cell-based, luminescence, HEK293T, StAR-luciferase reporter. AID 602396, 2012. inhibition, % at 3.6 µM. hit rate 0.13% among 360,000. LRH-1 transfected, 24 h. Nuclear receptor subfamily 5 group A member 2 (Homo sapiens), O00482;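 active = inhibition above the mean inhibition of all tested compounds plus 3 SD, cut at about 73% in these data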;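 note: 0% = DMSO wells and 100% = reporter-only cells lacking LRH-1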
TWEAK-Fn14 inh: inhibitors of TWEAK-Fn14 signaling, primary screen, luciferase reporter cells, uHTS | TWEAK-stimulated Fn14 reporter cells, luciferase luminescence, 8 h | inhibition, % at 10 µM | hit rate 2% among 360,000 | AID 1159606, 2016; in the data active = inhibition above about 50%
TROY signal inh: inhibitors of TROY-driven NF-kB signaling, primary screen, Q293 LMP1-TROYcd cells, NF-kB luciferase, uHTS; hit rate 0.98% among 360,000; Q293 LMP1-TROYcd NF-kB luciferase reporter, 4 h; AID 1347056, 2019; inhibition, % at 10 µM;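 active = compounds whose plate-normalised and pattern-corrected inhibition of the luciferase reporter signal at the single screening dose is 50% or more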
CF NFkB block: inhibitors of PAF-induced NF-kB signaling, primary screen, cell-based, GFP fluorescence, uHTS; KKLEB NF-kB-GFP reporter, GFP fluorescence overnight; inhibition, % at 5 µM; hit rate 0.86% among 360,000; AID 588850, 2011;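 active = at least 50% inhibition at 5 µM, scaled per plate between neutral and stimulator controls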;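 note: PAF is a Pseudomonas aeruginosa culture filtrate used as stimulus; plate controls were PAF-stimulated DMSO wells for no effect and unstimulated DMSO wells for full effect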
EBV LMP1 NFkB: EBV LMP1-driven NF-kappaB luciferase reporter inhibitors, primary screen, cell-based, luminescence, single point. LMP1-induced NF-kappaB luciferase reporter cells. inhibition, % at 12.5 µM. hit rate 0.69% among 350,000. AID 504558, 2011; in the data active = inhibition above about 41%;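 note: 0% = neutral control wells and 100% = reference inhibitor control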
* = called active by the depositor; x = not tested or not shown. Not all compounds are listed; rates above refer to the full screens.

Value order: NCOA1 inh	KKLEB tox	SRC3 inh	COUP-TFII inh	NR5A2 inv ag	TROY signal inh	TWEAK-Fn14 inh	CF NFkB block	Shn3 inh set2	EBV LMP1 NFkB	TRAIL sens C8
> O=C(CC1C(=O)NCCN1Cc1ccc(-c2ccccc2)cc1)NCCCn1ccnc1 (stereo unspecified)
  1	7	14	6	-16	-20	-9	12	-20	-1	-7
> CS/C(Nc1cc(Cl)ccc1Cl)=C(/C#N)C(=O)c1ccco1
  -72	-6	-51	-35	-109	-29	-10	-28	-71	7	76*
> COc1ccc(-c2c[n+]3c4n2CCCCC4=C(c2ccccc2)C3)cc1
  -18	17	15	11	15	-16	10	-7	29	-1	25
> CC(C)CC1(C)NC(=O)N(CCN2C(=O)c3ccccc3C2=O)C1=O (stereo unspecified)
  -1	2	3	1	37	15	6	9	6	-5	-8
> CCOC(=O)CNC(=O)N1CCCC(C(=O)c2ccccc2SC)C1 (stereo unspecified)
  -38	8	2	4	8	12	7	10	7	-7	2
> COC(=O)c1cc(Br)cn1S(=O)(=O)c1ccccc1
  2	8	-12	10	-1	-4	-6	1	3	4	9
> O=C(C1=C[C@@H](c2coc3ccccc3c2=O)C[C@@H](OCc2ccc(CO)cc2)O1)N1CCCCCCC1
  -1	15	-4	x	7	8	3	5	11	-7	-14
> NC(=O)NC(c1ccccc1)c1ccccc1
  -22	5	-4	-1	6	16	-18	-2	4	6	-2
> Cc1sc2ncn(CC(=O)NCc3ccccc3)c(=O)c2c1C
  11	-6	6	-7	-10	14	-9	26	-2	-18	9
> CN(N=Cc1ccc([N+](=O)[O-])cc1)c1ccccn1
  -58	6	-59	-15	-42	-58	-19	0	-37	-33	-7
> COc1cccc(NC(=O)COC(=O)c2cccnc2)c1
  2	3	8	12	-20	-15	-20	-9	-5	4	-6
> COc1ccc(-c2cc(C(F)(F)F)nc(N3CCN(Cc4ccccc4)CC3)n2)cc1OC
  -3	-8	-14	-6	8	7	7	4	16	17	5
> Cc1cccc(-[n+]2c(C)cc(C)c3c(=O)[nH]c(=O)[nH]c32)c1
  16	-3	22	11	20	-17	2	8	-5	2	26
> COc1ccc(-n2cc(C(=O)O)c(=O)cc2C)cc1
  -8	6	14	-4	-3	6	5	-16	1	0	-4
> COc1cc(OC)cc(C(=O)NCC(=O)N2CCC(C)CC2)c1
  3	0	-18	2	-7	-8	3	-4	-2	0	-3
> CC(=O)Nc1ccccc1C(=O)N1CCN(c2cccc(C)c2C)CC1
  4	-1	-16	13	-11	5	5	11	-8	3	-4
> CCN1C(=O)[C@@H]2[C@@H](c3ccc(-c4ccc(C(C)=O)cc4)cc3)N3CCCC[C@@]3(C(=O)OC)[C@@H]2C1=O
  -11	4	-17	-8	-5	-6	24	-6	23	-8	7
> COc1ccc(S(=O)(=O)N2CCCCC2C(=O)O)cc1 (stereo unspecified)
  3	17	16	-4	4	-1	4	-26	-4	-3	12
> Cc1cc(N2CCOCC2)nc(SCC(=O)c2ccccc2)n1
  -67	2	-37	-38	-55	-46	-36	-14	-29	-25	-43
> O=C(c1ccc(OC2CCN(C/C=C/c3ccccc3)CC2)cc1)N1CCCC1
  3	0	-13	15	1	-6	-11	-12	-4	-3	7
> CCC1Oc2ccc(C)cc2N(CC(=O)NCc2ccco2)C1=O (stereo unspecified)
  -4	-18	0	15	6	8	-2	-1	-48	-3	1
> CCOP(=O)(OCC)C(Nc1ccccn1)c1ccc(F)cc1 (stereo unspecified)
  6	-6	10	4	-9	-4	-18	8	1	11	-6
> C/C(=N\NC(=S)Nc1ccccc1C)c1ccc(O)cc1
  -5	2	-5	x	-24	-13	-42	4	-19	-17	6
> COc1ccc(OC)c(S(=O)(=O)Nc2ccc3c(c2)N(C(C)=O)CCC3)c1
  -12	0	0	-27	-22	8	10	-14	19	3	-10
> COc1cccc(NC(=O)CSCc2n[nH]c(=O)[nH]2)c1
  4	9	1	-10	5	6	-2	-2	13	-2	28
> Cc1cc(C(=O)COC(=O)C2=NNC(=O)CC2)c(C)n1-c1ccc(OC(F)F)cc1
  9	14	-1	-2	25	-6	20	-6	1	-2	-10
> O=C(NCCC1=CCCCC1)C1CCN(S(=O)(=O)c2ccc(Br)s2)CC1
  -16	-4	3	-1	-2	8	4	14	11	-20	13
> O=C(NC(=S)NNC(=O)c1ccccc1O)c1ccc(F)cc1
  -14	-4	41	-2	11	-3	0	11	2	12	12
> COc1ccc(/C=N\Nc2ccccn2)c(OC)c1
  -118	10	-88	-42	-91	-67	-26	-10	-82	-9	12
> C=CCn1c(C)nnc1SCC(=O)c1[nH]c(C)c(C(C)=O)c1C
  12	-9	20	1	8	15	-1	21	14	-5	-5
> O=C(CN(C(=O)c1csnn1)c1cccc2c1CCCC2)NCc1ccccc1
  -6	9	-7	1	-7	13	29	-7	-9	3	9
> CCCN1CCN(C(=O)c2cccc3c2C(=O)N(CCOC)C3)CC1
  3	15	10	-10	-4	-10	-11	-6	0	2	3
> Cc1ccc(C(C(=O)NC(C)(C)C)N(C(=O)c2csnn2)c2ccccc2F)o1 (stereo unspecified)
  6	-7	4	6	14	-5	4	-5	-13	6	-12
> NC(=O)CSc1nnc(-c2ccc(S(=O)(=O)N3CCOCC3)cc2)n1Cc1ccccc1
  4	1	-7	-14	5	-15	7	-13	-13	-9	-12
> C/C(=N\NC(=O)c1cc(Br)ccc1O)c1cccc(NC(=O)c2ccccc2F)c1
  -7	-2	-31	-17	-46	-4	-26	-18	-25	2	-3
> CS(=O)(=O)N1CCc2cc(-c3csc(NC(=O)Cc4cccs4)n3)ccc21
  11	19	30	66*	43	19	80*	-17	20	10	27
> COc1ccc(C2C(C(N)=O)=C(C)Nc3nc(-c4ccccc4Cl)nn32)c(OC)c1 (stereo unspecified)
  -87	4	16	-26	23	11	-11	-2	-26	-16	-1
> CCN(CC)S(=O)(=O)c1ccc2nc(CSc3nnnn3-c3ccc(O)cc3)[nH]c2c1
  -15	8	14	14	15	19	7	-7	29	9	16
> CCCC(O)(CCC)C(=O)NNc1ccccc1
  -7	0	-2	8	20	-27	-17	12	7	-6	4
> C[C@H](CO)N1C[C@H](C)[C@@H](CN(C)C(=O)NC2CCCCC2)Oc2c(NC(=O)Cc3ccccc3)cccc2C1=O
  -9	-2	2	6	7	11	-1	-9	14	-5	-24
> COc1cc(C(=S)N2CCN(c3ccccc3Cl)CC2)cc(O)c1O
  -14	-6	14	-9	3	12	-11	17	2	-15	-28
> COc1cc(/C=C/C(=O)OCC(=O)NCCN2C(=O)CSC2=O)ccc1OC(F)F
  2	4	11	6	10	6	-11	-17	8	-4	-5
> CCc1ccc(NC(=O)c2ccc(NC(=O)C3CCCO3)cc2)cc1 (stereo unspecified)
  -7	3	-28	x	-46	-29	35	-10	14	2	0
> O=C(c1ccc(Cl)cc1)c1cn[nH]c1-c1ccccc1O
  -8	-8	-1	16	-20	-14	-5	10	-3	0	-10
> CC(C)(C)n1nnnc1C(c1ccccc1)N1CCN(c2ccc(F)cc2)CC1 (stereo unspecified)
  x	x	x	0	-7	-3	8	x	x	x	4
> CC(C)N(C(=O)CSc1nnc(Cn2nnc3ccccc32)n1C)C(C)C
  -3	-6	8	-7	14	-1	-8	-9	-15	-2	-2
> Cc1ccc2c(c1)N(C(=O)CCC(=O)NCCCN1CCN(C)CC1)CCO2
  4	16	-19	6	-6	3	7	3	-13	-9	7
> O=C(NCCN1CCC(Cc2ccccc2)CC1)C1CCN(S(=O)(=O)N2CCC3(CC2)OCCO3)CC1
  -2	-4	11	0	-2	25	0	11	11	6	-9
> COc1ccc(S(=O)(=O)Nc2ccc(S(=O)(=O)Nc3ccc(F)cc3)cc2)cc1C
  3	-1	9	-11	4	14	0	9	-11	0	0
> COc1ccc(C(=O)NCc2ccc(S(N)(=O)=O)cc2)cc1[N+](=O)[O-]
  5	-10	-4	-13	4	-1	-14	-10	-15	3	1
> COc1ccc(-c2cc(-c3nnc(COC(=O)C4CC4C)o3)c3ccccc3n2)cc1OC (stereo unspecified)
  -9	-12	16	20	23	-8	13	-23	14	7	28
> O=C(N/C=N/OCc1ccc(Cl)cc1Cl)NOCc1c(Cl)cccc1Cl
  -5	-11	7	5	14	9	-12	4	36	-8	12
> CCCc1nnc(SCC(=O)N2CCCCC2C)n1CCCOC (stereo unspecified)
  0	-2	14	3	-9	0	-9	-6	-10	14	-4
> COC(=O)CN1C(=S)N(c2ccc(F)cc2)C(=O)C1CC(=O)Nc1ccc(OC)cc1 (stereo unspecified)
  -7	-2	11	8	12	17	12	-10	-16	5	-11
> Cc1ccsc1C(=O)N1CCN(c2ncccn2)CC1
  5	11	-30	2	-12	-1	-5	16	10	0	-8
> CC(=O)c1c(C)[nH]c(C(=O)CSc2nnc(CN3CCCCCC3=O)n2-c2ccccn2)c1C
  -8	1	-12	-11	2	7	2	-8	0	-5	5
> O=C1NC(Cc2ccc(O)cc2)c2nc3cc(Cl)ccc3c(=O)n2-c2cc3ccccc3cc21 (stereo unspecified)
  6	-9	-21	0	16	13	41	0	66	-46	33
> N#C/C(=C/c1ccc(CNS(=O)(=O)c2ccccc2)o1)C(=O)NCc1ccccc1
  -10	-16	9	9	-3	-1	-13	3	20	14	0
> CCN1C(=S)N[C@@H](CCc2ccccc2)[C@H](C(=O)OC)[C@H]1C
  -4	-5	-5	6	-12	-2	7	4	-17	-6	-10
> COc1cccc(CNc2ccc(Br)cn2)c1O
  -80	-17	-80	-67	-157	-44	26	-2	-15	-17	26

(next part)
Value order: NCOA1 inh	KKLEB tox	SRC3 inh	COUP-TFII inh	NR5A2 inv ag	TROY signal inh	TWEAK-Fn14 inh	CF NFkB block	Shn3 inh set2	EBV LMP1 NFkB	TRAIL sens C8
> CC1=C(C#N)C(/C=N/OCc2ccc(Cl)cc2)CC(=O)N1 (stereo unspecified)
  0	-15	-5	-3	7	-24	5	13	0	-16	0
> COc1ccc(Cc2nnc(SCC(=O)N3CCN(c4ccccc4)CC3)o2)cc1
  5	10	1	23	2	-17	-1	-2	7	5	-13
> O=C1OCCC1S(=O)(=O)c1ccc2ccccc2c1 (stereo unspecified)
  7	-12	6	5	12	15	11	-6	5	-5	13
> CCN(CC)CCn1c(NC(=O)c2ccc(C(F)(F)F)cc2)nc2ccccc21
  -17	-8	2	-3	-8	-7	7	6	14	16	-3
> CCOC(=O)C1=C(O)CSC1=Nc1ccccc1
  3	3	-2	0	3	-7	-22	2	2	-9	-10
